Plk1 PBD FP: blocks phosphopeptide binding to human Plk1 polo box domain | inhibition, %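 (tested at about 20 µM)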 | Plk1 PBD phosphopeptide binding, fluorescence polarization | P53350 | 97,000 tested, 0.13% active; in the data active means inhibition above about 34%, passing the limit was not always enough
Pyk2 oligo antag: Pyk2 (human) oligomerization antagonism. Q14289. Q293 cells, Pyk2 FERM NanoBiT luminescence; active compounds read low. z-score (the deposit names both 25 µM and 10 µM). 99,000 tested, 0.83% active. AID 1347419;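 active means Z-score of -3 or lower, scaled per plate to the spread of control and sample wells; inactive means z-score above -3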;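 further: negative z-score means lost luminescence so less FERM oligomerization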
LYP act: LYP (human) phosphatase activation; Q9Y2R2; recombinant LYP, DiFMUP fluorescence; 0 = plate median, 100 = signal doubled; 96,000 tested, 0.11% active; activation, % at 2 µM;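 active means activation at 2 µM above a set limit, the mean plus 5 SD, cut at about 37% in these data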
LYP inh 2: blocks human PTPN22 phosphatase activity; AID 640; recombinant LYP catalytic domain, DiFMUP fluorescence; Q9Y2R2; 96,000 tested, 0.21% active; inhibition, % at 2 µM;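 active means inhibition at 2 µM at or above a set limit, the screen mean plus 3 SD, cut at about 24% in these data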;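 further: 0% = DMSO with enzyme and 100% = enzyme fully blocked by orthovanadate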
EphB4 antag: EphB4-ephrin-B2 interaction antagonism. 97,000 tested, 0.15% active. P54760. inhibition, % at 7 µM. EphB4 LBD / TNYL-RAW-Alexa532 peptide, fluorescence polarization;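 active means inhibition above the screen-wide mean inhibition plus 3 SD, cut at about 15% in these data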;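 further: 0% = DMSO wells and 100% = excess unlabeled TNYL-RAW peptide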
Target sequence (P54760 whole entry, looked up, the tested form may be a part): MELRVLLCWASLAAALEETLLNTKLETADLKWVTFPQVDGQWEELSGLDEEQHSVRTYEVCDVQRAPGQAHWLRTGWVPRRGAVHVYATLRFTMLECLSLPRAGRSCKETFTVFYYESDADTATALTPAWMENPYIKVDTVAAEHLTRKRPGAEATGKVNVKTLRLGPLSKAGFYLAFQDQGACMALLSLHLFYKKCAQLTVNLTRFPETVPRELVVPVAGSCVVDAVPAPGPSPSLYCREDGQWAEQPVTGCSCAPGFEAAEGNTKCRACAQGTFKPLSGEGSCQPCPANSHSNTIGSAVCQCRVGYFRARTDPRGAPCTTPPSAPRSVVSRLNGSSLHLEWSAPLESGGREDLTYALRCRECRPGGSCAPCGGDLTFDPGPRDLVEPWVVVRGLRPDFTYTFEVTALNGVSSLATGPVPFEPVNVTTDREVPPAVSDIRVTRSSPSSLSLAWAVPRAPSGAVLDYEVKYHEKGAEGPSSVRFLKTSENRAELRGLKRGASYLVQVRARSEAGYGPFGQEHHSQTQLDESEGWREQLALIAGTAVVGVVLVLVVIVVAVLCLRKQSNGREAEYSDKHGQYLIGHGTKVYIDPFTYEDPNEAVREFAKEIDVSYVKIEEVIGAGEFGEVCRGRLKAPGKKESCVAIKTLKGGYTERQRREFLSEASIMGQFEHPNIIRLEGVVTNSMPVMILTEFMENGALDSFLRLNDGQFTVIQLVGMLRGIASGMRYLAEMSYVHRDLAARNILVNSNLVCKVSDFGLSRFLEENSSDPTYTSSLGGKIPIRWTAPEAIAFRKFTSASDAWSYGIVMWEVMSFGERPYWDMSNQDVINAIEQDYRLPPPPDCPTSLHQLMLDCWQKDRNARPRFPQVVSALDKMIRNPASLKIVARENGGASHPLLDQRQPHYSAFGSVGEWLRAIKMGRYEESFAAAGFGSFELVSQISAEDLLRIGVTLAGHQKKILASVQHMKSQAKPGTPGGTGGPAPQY
PLK1 inh: blocks human PLK1 kinase activity; P53350; recombinant PLK1 kinase, TR-FRET peptide phosphorylation; inhibition, % at 10 µM; 97,000 tested, 0.53% active; AID 619;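 active means inhibition of 50% or more in the single-concentration screen; inactive means inhibition below 50%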;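 further: 0% = DMSO max control and 100% = H-89 dihydrochloride min control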
F-actin modifier: modifiers of cytoskeleton assembly; AID 836; 91,000 tested, 0.18% active; inhibition, % at 2 µM; HUVEC TNFa F-actin phalloidin imaging, high content;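 active means inhibition above the batch mean plus 3 SD and confirmed as a hit by visual image inspection, cut at about 30% in these data, passing the limit was not always enough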; further: strong numbers were not always called active
FAK blocker: blocks human focal adhesion kinase activity. Q05397. AID 727. biochemical FAK kinase activity assay. inhibition, %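 (tested at 7 µM)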. 97,000 tested, 0.84% active; in the data active means inhibition above about 19%;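 further: 0% = DMSO and 100% = reference compound high control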
Rev-RRE block: HIV Rev-RRE protein-RNA interaction inhibition; P05866; Rev peptide-RRE RNA binding, FRET; inhibition, % at 8 µM; 97,000 tested, 0.79% active; AID 704;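 active means inhibition above the screen-wide mean plus 3 SD, cut at about 35% in these data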;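 further: 0% = median DMSO wells and 100% = median Neomycin B control wells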
Target sequence (P05866 whole entry, looked up): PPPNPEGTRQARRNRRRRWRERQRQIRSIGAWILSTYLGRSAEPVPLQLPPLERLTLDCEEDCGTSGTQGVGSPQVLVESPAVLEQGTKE
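assay system = Cy5-tagged RRE RNA duplex with fluorescein-tagged Rev peptide | incubation = 5 + 15 min at 25 °C | also added = labelled Rev peptide | measure = % inhibition of FRET ratio versus controls | benchmarks = DMSO wells as 0% and neomycin B wells as 100% inhibition | measured by = FRET fluorescence readout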
Starred values were filed as active, the others as inactive; . = no result given.

SMILES	Plk1 PBD FP	Pyk2 oligo antag	LYP act	LYP inh 2	EphB4 antag	PLK1 inh	F-actin modifier	FAK blocker	Rev-RRE block
O=C(Nc1ccccc1)N1CCN2C(=O)c3ccccc3C12c1ccccc1 (stereo not given)	-18	-2.1	11	-14	-9	-13	3	0	9
N#CCSc1nc2ccccc2c(=O)n1CCC(=O)NCCc1ccccc1	-30	-0.76	1	-4	4	-13	-20	-1	0
COC(=O)c1cc(/C=C/c2ccccc2)on1	16	0.25	1	-4	-12	3	-16	-1	1
CCOC(=O)c1[nH]c2ccc(Br)cc2c1NC(=O)CCN1CCC(C)CC1	-32	1.4	3	0	-7	-8	-7	-1	10
COC(=O)c1sc(NC(=O)c2cnccn2)c(C(=O)OC)c1C	-3	.	-4	1	-2	-2	-17	-5	1
COc1ccc(Cl)cc1C(=O)NCc1cnn(C)c1C	6	1	-2	2	3	-9	-6	-2	4
COc1ccc(CNC(=O)C2CC(C)=C(C)CC2C(=O)O)cc1 (stereo not given)	1	1.2	-8	9	0	-1	1	-3	18
CCOc1cccc(C(=O)NC2CCCCC2)c1	1	0.37	-5	6	1	-10	-27	-1	2
Cc1cc(C)cc(NC(=O)CN2CCN(CCN=CC3=C(O)CC(C)(C)CC3=O)CC2)c1	-39	-0.28	-12	12	1	-9	-2	-1	6
O=C(CSc1nnc2scc(-c3ccc(Cl)cc3)n12)NCc1ccco1	5	-0.3	8	-14	-6	-10	-4	1	-2
CCOc1cc(N2CCOCC2)c(OCC)cc1NC(=O)CCS(=O)(=O)c1ccc(Cl)cc1	-1	-0.49	0	0	2	-20	-12	0	23
CC(=O)Nc1cc(C(C)C)c(O)c(C(C)C)c1	-14	0.09	0	-2	2	-10	4	3	8
COC(=O)c1cc(Cl)c(NC(=O)/C=C/c2ccc(OC)c(OC)c2)cc1OC	8	-1.9	10	-6	-8	-3	0	-4	-4
ON1C(c2ccc(Cl)cc2Cl)N(O)[C@H]2CCCC[C@H]21 (stereo not given in full)	12	0.44	8	-10	-11	-14	-14	-2	6
CCCC(=O)NCCc1cc2ccc(OC)cc2[nH]c1=O	-30	0.87	3	-3	5	-1	10	4	3
COC(=O)c1cc(OC)c(OC)cc1NC(=O)c1ccoc1C	-3	.	6	-11	-7	11	-1	0	4
Fc1ccc(Cn2cnc3ccccc32)cc1	0	0.8	9	-8	-7	1	.	3	0
CC(NC(=O)Nc1ncccn1)(C(F)(F)F)C(F)(F)F	0	0.76	0	0	-5	-4	1	0	14
Cc1cccc(NC(=S)NC(=O)c2cccs2)n1	-1	-0.57	7	-5	3	-11	36	-4	2
C=CCNC(=O)CNS(=O)(=O)c1ccc(F)cc1	10	-0.66	2	-7	-7	-7	-8	-1	4
O=C(COC(=O)c1n[nH]c2ccccc12)NC(=O)NC1CCCC1	-10	-1.6	-8	9	0	-4	2	1	10
CN(CC(=O)OCC(=O)NC(=O)c1cccn1C)S(=O)(=O)c1ccc(Cl)cc1	-31	0.13	-4	3	4	-8	-19	0	7
COc1cc(CN2CCC(C(=O)N3CCC(C)CC3)CC2)cc(Br)c1O	-20	0.37	3	-4	5	0	16	8	8
Cc1cc(N2C(=O)C(=O)/C(=C(/O)c3ccc(F)cc3)C2c2ccc(Cl)cc2)no1 (stereo not given)	-6	-1.5	-2	6	-1	-18	.	-7	0
CCCn1c(SCC(=O)NC(C)(C)C)nnc1C(C)C	9	0.06	-3	6	-1	-7	3	-5	3
Cc1cccc(NCc2ccccc2O)c1C	-23	0.75	-1	0	-1	-7	.	0	-1
Cn1cc(C(c2ccccn2)c2cn(C)c3ccccc23)c2ccccc21	-10	-1.3	1	2	4	-16	4	-1	11
COc1ccccc1OCC(=O)Nc1ccc(O)cc1C(=O)O	26	0.93	-2	2	7	-10	-19	5	10
CC(C)n1c(SCC(=O)Nc2ccccc2N2CCOCC2)nc2c1c(=O)n(C)c(=O)n2C	-8	-1.2	13	-11	-7	-8	13	3	5
CCOC(=O)Cc1csc(NC(=O)c2ccc(S(=O)(=O)N3CCCC3)cc2)n1	15	0.06	1	-5	-8	-16	-14	0	4
COc1ccc(C(C)=O)cc1COC(=O)Cc1n[nH]c(=O)c2ccccc12	32	-0.16	-1	-2	-3	-5	-40	3	1
Cc1ccc(Nc2nc(-c3c(C)n(C)n(-c4ccccc4)c3=O)c(C)s2)cc1	36	0.21	-3	6	4	-9	-11	-1	1
Cc1ccc(C(C)C)c(OCC(=O)OCc2c(C)noc2C)c1	-9	1.5	2	-3	-6	-11	-7	-7	4
Cc1ccc2c(c1)c1cccc3c1n2CCN3CCC(N)=O	9	-0.28	-10	8	1	-6	-4	12	15
C=CCc1cc(C(=O)N2CCCCC2)ccc1O	23	0.14	4	-4	4	-11	0	-1	4
COc1ccc(S(=O)(=O)N(CC(=O)O)Cc2ccccc2)cc1OC	-19	0.06	-14	12	1	-1	6	-5	6

Fetched one by one from above (7):
SMILES	Plk1 PBD FP	Pyk2 oligo antag	LYP act	LYP inh 2	EphB4 antag	PLK1 inh	F-actin modifier	FAK blocker	Rev-RRE block
CN(CC(=O)OCC(=O)NC(=O)c1cccn1C)S(=O)(=O)c1ccc(Cl)cc1	-31	0.13	-4	3	4	-8	-19	0	7
Cc1ccc(C(C)C)c(OCC(=O)OCc2c(C)noc2C)c1	-9	1.5	2	-3	-6	-11	-7	-7	4
Cc1cccc(NC(=S)NC(=O)c2cccs2)n1	-1	-0.57	7	-5	3	-11	36	-4	2
COc1ccc(C(C)=O)cc1COC(=O)Cc1n[nH]c(=O)c2ccccc12	32	-0.16	-1	-2	-3	-5	-40	3	1
Cc1ccc(Nc2nc(-c3c(C)n(C)n(-c4ccccc4)c3=O)c(C)s2)cc1	36	0.21	-3	6	4	-9	-11	-1	1
C=CCc1cc(C(=O)N2CCCCC2)ccc1O	23	0.14	4	-4	4	-11	0	-1	4
Cc1cc(N2C(=O)C(=O)/C(=C(/O)c3ccc(F)cc3)C2c2ccc(Cl)cc2)no1 (stereo not given)	-6	-1.5	-2	6	-1	-18	.	-7	0

Next entries:
SMILES	Plk1 PBD FP	Pyk2 oligo antag	LYP act	LYP inh 2	EphB4 antag	PLK1 inh	F-actin modifier	FAK blocker	Rev-RRE block
O=C(C1CCCN1S(=O)(=O)c1ccc(Cl)cc1)N1CCOCC1 (stereo not given)	6	0.49	-7	6	4	-7	6	1	1
O=C(NC1CCCCC1)c1cc2nc3c(c(C(F)(F)F)n2n1)CCCC3	-10	0.36	6	-7	2	-16	-9	3	1
O=c1oc2ccccc2cc1-c1nnc(NCc2ccco2)s1	-11	0.99	4	-2	-4	4	14	7	44*
CC1(C)CC(=O)C2=C(C1)N(CC1CCCO1)C(=O)C2(O)C(F)(F)F (stereo not given)	33	0.62	1	-1	-3	-6	-3	2	2
Cc1ccnc(NC(=O)c2ccc(NC(=O)c3ccco3)cc2)c1	4	-1.1	-3	2	8	-10	53	2	7
Cc1cc(C)n(C(=O)CNc2cccc(Cl)c2C)n1	-1	0.79	9	-14	1	-9	-7	1	7
CC(=O)Nc1cc(C(F)(F)F)ccc1OCC1CCCO1 (stereo not given)	-18	1.3	-4	4	10	-2	0	6	8
CCOc1ccc(NS(=O)(=O)c2cc(OC)ccc2OC)cc1	-16	-1.4	0	-3	-1	-28	6	1	7
CC1=NN(c2ccc(F)cc2)C(=O)C1C(c1cccc(O)c1)c1c(C)[nH]n(-c2ccc(F)cc2)c1=O (stereo not given)	-16	-0.46	-2	6	10	21	-17	9	7
CC(C)Oc1ccc(OCCCN2CCCCCC2)cc1	0	-0.26	-6	8	-3	0	0	2	-1
CCCCOC(=O)c1ccc(OC(=O)c2cccnc2)cc1	-28	-0.75	-1	-1	2	-7	16	4	11
CSc1sc(C(=O)O)c2c1C(=O)CCC2	-12	0.67	8	-6	-1	-7	4	0	2
COc1ccc(N2CCN(C(=O)C34CCC(C)(C(=O)C3)C4(C)C)CC2)cc1 (stereo not given)	11	-0.58	14	-14	-3	-4	-7	0	1
Cc1cc(C)n(CCc2nc(-c3cc4ccccc4o3)cs2)n1	7	-1.1	4	-4	-13	0	-10	0	11
CCC(C)(C)C(=O)Nc1ccc(C(N)=O)cc1	-5	-0.36	7	-6	10	-5	-3	-1	13
CCOC(=O)c1nc2cc3n(c(CC(C)C)c-2c1C)CC(C)=C3C	-9	-0.68	-1	1	2	-8	-7	0	22
COc1ccc(/C=N/NC(N)=S)cc1OC(=O)c1cccc2ccccc12	-7	-0.95	-5	9	-10	-7	-59	-1	-4
CCN1CCN(CCC(=O)Nc2ccc3c(c2)OCO3)CC1	-2	-0.25	2	-4	9	-4	40	1	11
COc1ccccc1N(CC(=O)Nc1ccccc1C(=O)NCC(C)C)S(C)(=O)=O	-27	0.11	-2	3	-7	-4	-9	-1	3
CCOC(=O)N1CCN(C(=O)c2ccccc2NC(=O)COc2ccccc2C)CC1	10	.	2	-5	-11	-12	-3	1	1
COc1ccc(NC(=O)c2cc3ccccn3n2)cc1	-8	.	3	-4	4	-8	6	-2	2
CCOCCSc1nc2c(c(=O)[nH]c(=O)n2C)n1CCCc1ccccc1	-4	-0.04	-6	6	-4	6	-23	3	16
Cc1cccc(NC(=O)C2CCCN2S(=O)(=O)c2ccc(F)cc2)c1C (stereo not given)	6	-0.63	14	-15	-5	-7	20	2	-2
CC(C)OC(=O)CSc1nnc(-c2ccc(O)cc2)n1Cc1ccccc1	-4	-0.87	7	-11	-3	-4	-4	-1	1
Cc1ccc(NC(=O)c2cnn(-c3ccccc3)c2NC(=O)c2ccco2)cc1	17	-0.61	-6	4	5	-12	9	3	3
O=C1CCCC2=C1C(c1ccsc1)CC(=O)N2c1nnc(SCc2ccccc2)s1 (stereo not given)	8	.	-10	8	4	-10	5	4	9
Cc1cc(N2CCOCC2)nc2ccc(NC(=O)CCC(=O)N3CCC(C)CC3)cc12	-7	-0.06	3	-6	-6	-1	-15	0	4
CCn1cc(C(=O)NCCCN2CC(C)CC(C)C2)c2cc(OC)c(OC)cc2c1=O (stereo not given)	-18	0.24	2	-4	6	-1	17	-4	0
COc1ccc(CCNC(=O)C2CCN(S(=O)(=O)c3ccc(-n4cnnn4)cc3)CC2)cc1OC	22	0.92	23	-21	1	2	-8	0	5
CC(C)(C)C(=O)Nc1ccccc1C(=O)Nc1ccncc1	5	-0.18	8	-7	-10	-8	14	1	3
CC1=Nn2c(nnc2C2CCCCC2)SC1	-18	2.2	-4	4	-3	-5	17	-2	6
Nc1c(C(=O)NCCc2ccccc2)nnn1Cc1ccc(Cl)cc1	3	1.3	-3	1	2	-11	0	2	10
CC(=O)NC(C)c1nc2ccccc2n1Cc1ccccc1F (stereo not given)	0	0.79	-5	1	-1	35	4	1	6
CC(=O)N1CCc2cc(S(=O)(=O)CCC(=O)N3CCN(c4ccccn4)CC3)ccc21	6	-0.08	0	1	1	-13	13	-1	4
CC(C)NC(=O)CCS(=O)(=O)c1cccc2nonc12	20	-0.43	7	-8	-1	-16	12	0	4
COCCNc1c(-c2ccc(O)cc2)nc2ccc(Cl)cn12	-4	0.44	-6	3	-6	-5	1	0	5
Cc1ccc(Cl)cc1N1CCN(C(=O)CSc2nnc3n2C(C)(C)Cc2ccccc2-3)CC1	19	-2.7	-12	9	-9	-19	-4	-1	-2
Cc1ccccc1NC(=O)CCC(=O)OCC(=O)c1ccc(-c2ccccc2)cc1	-14	1	-10	14	11	-3	-5	5	6
CC(=O)c1c(C)nc(-c2ccc3c(c2)OCO3)n1O	-3	-1.7	13	-14	-4	-16	15	2	4
COc1cc(-c2nnc(SCc3cc(=O)oc4cc(O)c(O)cc34)o2)cc(OC)c1OC	2	-0.36	-32	31*	-3	77*	5	5	-20
CC(=O)c1c(C)n(-c2ccc(N(C)C)cc2)c2ccc(OCC(N)=O)cc12	11	0.73	-7	4	-1	-5	-11	5	3
CCOC(=O)c1cc(-c2ccccc2)nc2c1c(C)nn2-c1ccccn1	-4	-2.4	4	-4	-2	-7	2	0	-5

Screening data from PubChem BioAssay.
